Bioassay records (PubChem)
MEP2 TOR yeast: yeast TOR pathway MEP2-GFP modulation | S. cerevisiae MEP2-GFP strain, flow cytometry GFP, 3 h; 100% = DMSO control level | GFP response vs DMSO, % at 10 µM | actives 0.51% (n = 330,000);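 active = GFP response versus DMSO above a set limit, roughly screen mean plus 3 SD, cut at about 180% in these data; inconclusive = fewer than 70 cells counted for a yeast strain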;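 note: median GFP fluorescence of the barcode-gated MEP2-GFP cells per well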
proCasp3 act: activates human procaspase-3; AID 463141; recombinant procaspase-3 D3A, Ac-DEVD-pNA absorbance 405 nm; activation, % at 8.5 µM; P42574; actives 0.11% (n = 330,000);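 active = activation above the mean of all tested compounds plus 3 SD, cut at about 21% in these data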;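 note: 0% = DMSO alone and 100% = DMSO wells spiked with extra 5 µM PC-3 D3A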
Target sequence (P42574 whole entry D9A/D28A/D175A): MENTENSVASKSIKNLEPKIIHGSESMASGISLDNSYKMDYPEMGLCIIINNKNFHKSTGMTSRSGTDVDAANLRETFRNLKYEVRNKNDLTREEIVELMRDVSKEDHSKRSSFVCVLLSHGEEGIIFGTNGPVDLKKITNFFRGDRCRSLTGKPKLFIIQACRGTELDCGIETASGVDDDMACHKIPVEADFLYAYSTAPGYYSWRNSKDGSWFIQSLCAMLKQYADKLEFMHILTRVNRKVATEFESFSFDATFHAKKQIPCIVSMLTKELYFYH
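Technique: 405 nm absorbance of p-nitroaniline, reads at 0 and 120 min; Test system: Procaspase-3 D3A mutant; Incubation: 1 h enzyme-compound preincubation, then 2 h substrate reaction, 25 °C; Repeats: singlicate, each compound tested once; Benchmarks: low control DMSO wells, high control DMSO plus 5 µM PC-3 D3A.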
LAP4-GFP MLPCN: yeast TOR pathway LAP4-GFP modulation; S. cerevisiae LAP4-GFP multiplex, flow cytometry GFP, 3 h; median GFP as percent of DMSO wells; GFP response vs DMSO, % at 10 µM; actives 0.34% (n = 320,000); AID 2023;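 active = GFP response vs DMSO above a set limit, about the screen mean plus 3 SD, cut at about 150% in these data; inconclusive = under 70 cell events counted for the yeast strain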
CIT2 TOR yeast: modulators of TOR pathway CIT2-GFP in S. cerevisiae. S. cerevisiae CIT2-GFP strain, flow cytometry, 3 h; 100 means same as DMSO wells. GFP response vs DMSO, % at 10 µM. actives 0.065% (n = 320,000). AID 2029;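 active = GFP response relative to DMSO above a set limit, near the screen mean plus 3 SD, cut at about 150% in these data; inconclusive = Fewer than 70 cells measured for a yeast strain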;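 note: ratio of well median GFP fluorescence to mean of DMSO wells on the plate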
RPL19A TOR yeast: modulators of TOR pathway RPL19A-GFP in S. cerevisiae. S. cerevisiae RPL19A-GFP strain, flow cytometry, 3 h; hits give low values. percent response vs DMSO, % at 10 µM. actives 0.3% (n = 330,000);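 active = percent response vs DMSO below 50%; inconclusive = fewer than 70 events counted for the yeast strain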;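 note: median channel GFP fluorescence of the barcoded RPL19A-GFP strain; ratio of sample median GFP to plate DMSO average so 100% = DMSO; lower means less RPL19A-GFP as with rapamycin TOR inhibition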
AGP1 TOR yeast: yeast TOR pathway AGP1-GFP modulation; actives 0.02% (n = 320,000); S. cerevisiae AGP1-GFP multiplex flow cytometry, 3 h; GFP as percent of DMSO wells; GFP response vs DMSO, % at 10 µM;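 active = GFP response relative to DMSO above a set limit, near screen average plus 3 SD, cut at about 150% in these data; inconclusive = fewer than 70 cells counted for the yeast strain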;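 note: median GFP channel fluorescence of the gated AGP1 strain per well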
AHR activator: activators of human aryl hydrocarbon receptor; P35869; AHR-responsive luciferase reporter cells, luminescence; activation, % at 5 µM; actives 2.5% (n = 320,000); in the data active = activation above about 47%;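 note: 0% = vehicle wells and 100% = reference agonist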
Target sequence (P35869 whole entry, looked up): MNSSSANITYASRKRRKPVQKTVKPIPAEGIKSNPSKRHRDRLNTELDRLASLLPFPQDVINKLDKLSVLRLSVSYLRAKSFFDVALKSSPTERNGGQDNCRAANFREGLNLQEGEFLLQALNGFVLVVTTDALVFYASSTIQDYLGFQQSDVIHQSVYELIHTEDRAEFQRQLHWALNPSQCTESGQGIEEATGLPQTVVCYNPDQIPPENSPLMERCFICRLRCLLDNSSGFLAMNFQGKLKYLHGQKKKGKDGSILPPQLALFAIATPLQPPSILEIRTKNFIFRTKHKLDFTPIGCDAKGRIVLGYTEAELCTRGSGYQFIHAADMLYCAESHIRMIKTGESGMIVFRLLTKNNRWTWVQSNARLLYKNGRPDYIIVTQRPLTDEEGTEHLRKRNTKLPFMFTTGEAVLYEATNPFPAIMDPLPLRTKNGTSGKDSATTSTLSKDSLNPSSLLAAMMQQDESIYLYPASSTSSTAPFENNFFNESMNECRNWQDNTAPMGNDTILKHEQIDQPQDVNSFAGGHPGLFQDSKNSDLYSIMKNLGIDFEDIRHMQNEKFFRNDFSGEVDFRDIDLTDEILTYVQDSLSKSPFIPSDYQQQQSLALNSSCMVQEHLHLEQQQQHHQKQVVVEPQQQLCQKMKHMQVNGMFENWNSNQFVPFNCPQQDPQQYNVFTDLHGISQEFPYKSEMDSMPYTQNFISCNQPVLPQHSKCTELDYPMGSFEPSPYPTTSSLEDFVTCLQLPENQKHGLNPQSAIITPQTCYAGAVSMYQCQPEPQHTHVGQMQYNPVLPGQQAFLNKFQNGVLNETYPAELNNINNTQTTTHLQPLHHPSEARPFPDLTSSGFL
proCasp7 act: counter-screen for procaspase-3 activators: activators of human procaspase-7. P55210. recombinant procaspase-7, Ac-DEVD-pNA absorbance 405 nm; D23A/D198A/D206A triple mutant, cannot self-cleave; scale: DMSO 0, 5 µM enzyme 100. activation, % at 8.5 µM. actives 0.093% (n = 330,000);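 active = percent activation above the screen-wide mean plus 3 SD, cut at about 25% in these data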
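Material: Procaspase-7 triple mutant (PC-7 D3A) | Quantity: 2 µM procaspase-7 mutant as dispensed | Reagent: DEVD-pNA substrate | Times: 1 h preincubation, 2 h reaction | Technique: 405 nm absorbance of p-nitroaniline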
* = called active by the depositor; ? = inconclusive; . = not tested or not shown; [ ] = remark or other dose.

SMILES | MEP2 TOR yeast | proCasp3 act | LAP4-GFP MLPCN | CIT2 TOR yeast | RPL19A TOR yeast | AGP1 TOR yeast | AHR activator | proCasp7 act
Cc1nnc(-c2cccc(Br)c2)c2cn(-c3ccccc3Cl)nc12 | 106 | 10 | 97 | 98 | 100 | 96 | 7 | 7
N#Cc1ccc(N2CCOCC2)nc1 | 97 | 3 | 104 | 100 | 99 | 101 | -2 | 3
Clc1ccc(CNCc2cccs2)c(Cl)c1 | 94 | 7 | 89 | 84 | 93 | 93 | 0 | 1
CC(=O)c1ccc(N2CCN(C(=O)c3cc(C)on3)CC2)cc1 | 99 | 6 | 97 | 103 | . | 101 | -2 | 4
COc1ccc(-c2ccc(S(=O)(=O)n3nc(OC(=O)c4cccs4)cc3N)cc2)cc1 | 93 | -27 | 135 | 73 | 98 | 82 | 3 | -30
CCn1nc(C)c(/C=N\NC(=O)c2ccc3c(c2)OCO3)c1C | 99 | 4 | 104 | 96 | 100 | 99 | 73* | 6
CCOC(=O)c1ccccc1NC(=O)Cc1ccccc1OC | 86 | 7 | 96 | 81 | 95 | 85 | 0 | 13
CN(C(=O)c1ccco1)c1ccccc1C(=O)O | 97 | 5 | 96 | 101 | 99 | 99 | -2 | 9
O=CN1CCN(C2CC(=O)N(c3ccc4c(c3)OCO4)C2=O)CC1 (stereo not drawn) | 94 | -17 | 93 | . | 97 | 103 | -1 | -7
C=CCN=C(NC#N)SCC(=O)NCc1ccccc1 | 103 | -8 | 98 | 99 | 99 | 104 | 4 | 3
Cc1ccc(S(=O)(=O)CCc2nnc(NC(=O)C3CCCCC3)s2)cc1 | 95 | 2 | 96 | 101 | 94 | 103 | 1 | 8
C=CCn1c(SCC(=O)Nc2cccc(S(N)(=O)=O)c2)nc2sc(C)c(C)c2c1=O | 94 | 2 | 91 | 98 | 93 | 90 | 1 | -8

Single entries from the results shown.
Entry for `CC(=O)c1ccc(N2CCN(C(=O)c3cc(C)on3)CC2)cc1` in LAP4-GFP MLPCN: 97
Entry for `N#Cc1ccc(N2CCOCC2)nc1` in MEP2 TOR yeast: 97
Entry for `Clc1ccc(CNCc2cccs2)c(Cl)c1` in LAP4-GFP MLPCN: 89

More compounds
SMILES | MEP2 TOR yeast | proCasp3 act | LAP4-GFP MLPCN | CIT2 TOR yeast | RPL19A TOR yeast | AGP1 TOR yeast | AHR activator | proCasp7 act
CN(C)c1ccc(/C=N/NC(=O)CNC(=O)c2ccc3c(c2)OCCO3)cc1 | 105 | -4 | 92 | 100 | 100 | 93 | 5 | -4
Cn1c(=NC(=O)CCl)sc2ccccc21 | 109 | -4 | 107 | 96 | 98 | 102 | -3 | 0
COc1cc(OC)c(NC(=O)c2c(-c3ccccc3)noc2C)cc1Cl | 101 | -2 | 99 | 93 | 104 | 102 | -3 | 7
Cc1cc(C)cc(OCCN2CCOCC2)c1 | 104 | 12 | 99 | 106 | 104 | 103 | -1 | -2
CC(C)CNC(=O)c1ccccc1N(Cc1ccccc1)S(C)(=O)=O | 102 | 4 | 107 | 106 | 100 | 107 | -1 | -4
Cc1ccc(S(=O)(=O)N2CCC(C(=O)N3CCC[C@H]3C(=O)NCC(C)C)CC2)cc1 | 112 | 0 | 102 | 98 | 99 | 99 | 0 | -3
CCCNC(=O)C(Sc1ccccc1)c1ccccc1 (stereo not drawn) | 104[may fluoresce red] | -6 | 84[may fluoresce red] | 90[may fluoresce red] | ? | 95[may fluoresce red] | 0 | 6
Cc1cc2cc(CNC(=O)c3ccc(S(=O)(=O)N4CCOCC4)cc3)ccc2[nH]1 | 98 | 4 | 102 | 106 | 97 | 105 | 2 | 5
Cc1ccc2c(c1)c(N=Nc1ccc([N+](=O)[O-])cc1)c(O)n2C | 110 | -5 | 86 | 105 | 105 | 98 | 35 | -3
Oc1ccc(N=Nc2ccccc2)o1 | 97 | -38 | 165* | 112 | 112 | 96 | 9 | -39
COc1ccc(C(=S)N2CCN(C)CC2)cc1Br | 88 | 0 | 87 | 83 | 89 | 88 | -1 | -2
CCOC(=O)C(C)n1cnc2scc(-c3ccc(C)c(C)c3)c2c1=O (stereo not drawn) | 103 | -6 | 102 | 102 | 107 | 94 | 6 | -1
N#Cc1nc(COc2ccc(-c3ccccc3)cc2)oc1NCCCN1CCOCC1 | 105 | 5 | 102 | 99 | 98 | 95 | -3 | 9
O=C1c2ccccc2C(=O)N1CSc1nnc(Nc2ccccc2F)s1 | 99 | -15 | 97 | 89 | 99 | 95 | 6 | -23
CCOc1cc(C(=O)NCCc2ccc(S(N)(=O)=O)cc2)cc(OCC)c1OCC | 96 | 6 | 97 | 101 | 95 | 99 | 3 | 0
O=C(COc1cc([N+](=O)[O-])cc2cccnc12)NCCC1=CCCCC1 | 106 | -3 | 99 | 97 | 102 | 99 | 17 | 2
Cc1ccc(/C=C(\C#N)c2nn(-c3ccccc3)c(N)c2C#N)cc1 | 100 | -4 | 101 | 97 | 95 | 95 | 0 | 6
Cc1cccnc1NC(=O)Nc1ccc(F)cc1 | 104 | -4 | 96 | 96 | 100 | 98 | 26 | 3
N#CNC1=NCN(Cc2ccccc2)CN1 | 91 | -6 | 99 | 88 | 94 | 98 | 0 | -3
COc1ccc(S(=O)(=O)N2CCN(C(=O)NCc3ccc(C)cc3)CC2)cc1 | 101 | 1 | 95 | 101 | 96 | 101 | 2 | 0
CCOC(=O)c1cccc(NC(=O)C2CCN(c3ncnc4c3nc3n4CCCCC3)CC2)c1 | 95 | 4 | 107 | 101 | 104 | 101 | 2 | -2
CCCCn1c(N)c(N(CC(C)C)C(=O)c2ccc(Br)s2)c(=O)[nH]c1=O | 104 | 1 | 96 | 102 | 102 | 95 | 10 | 7
CNC(=O)Cc1csc2ccc(C)cc12 | 97 | -5 | 109 | 100 | 98 | 103 | 2 | 1
O=C(COC(=O)CCC1CCCC1)Nc1cccc(S(=O)(=O)N2CCOCC2)c1 | 96 | 4 | 91 | 93 | 94 | 93 | 0 | 7
Cc1cccc(/C=c2\s/c(=C\C(=O)C(C)(C)C)[nH]c2=O)c1 | 112 | -8 | 109 | 100 | 103 | 109 | 30 | -3
CSc1ncccc1C(=O)OCn1nnc2ccccc2c1=O | 105 | 3 | 99 | 101 | 100 | 103 | -3 | -3
Cc1csc(C(C#N)C(=O)c2cc3ccccc3o2)n1 (stereo not drawn) | 87 | 0 | 95 | 59 | 112 | 78 | 27 | -9
Cc1csc(Sc2ccc(C(=O)OCC(=O)Nc3ccc(F)cc3[N+](=O)[O-])cc2[N+](=O)[O-])n1 | 93 | -8 | 97 | 91 | 91 | 92 | 6 | 6
CCN1C(=O)[C@H]2[C@@H](c3ccc(C)cc3)N3C(=O)N(c4cccc(C)c4)C(=O)[C@@]3(Cc3ccccc3)[C@H]2C1=O | 98 | -5 | 128 | 102 | 103 | 91 | 0 | -5
CC(CC(=O)Nc1ccncc1)c1ccccc1 (stereo not drawn) | 97 | 1 | 109 | 94 | 96 | 104 | 0 | -1
O=C(O)C1CC(=O)n2c(nc3ccccc32)S1 (stereo not drawn) | 99 | 5 | 98 | 99 | 100 | 98 | 1 | 4
COc1ccc(NC(=S)N2CCCCCC2)cc1OC | 115 | -4 | 98 | 97 | 94 | 99 | 0 | -5
COc1ccc(N2CCN(S(=O)(=O)c3cc(-c4cc(C)no4)ccc3C(C)C)CC2)cc1 | 96 | -2 | 88 | 91 | 91 | 88 | 1 | 1
COc1ccccc1N(CC(O)CN1CCCC1)S(=O)(=O)c1ccccc1 (stereo not drawn) | 105 | 3 | 105 | 111 | 103 | 106 | -2 | 13
Cc1ccc(S(=O)(=O)N2CCC(C(=O)Nc3ccc(S(=O)(=O)N4CCCC4)cc3)CC2)cc1C | 103 | 11 | 100 | 98 | 99 | 97 | -1 | 1
O=C(Nc1ccccc1C(=O)Nc1ccccc1)c1ccccc1Br | 99 | 1 | 129 | 110 | 101 | 110 | 2 | 0

Entries above printed as active in AHR activator:
Structure,MEP2 TOR yeast,proCasp3 act,LAP4-GFP MLPCN,CIT2 TOR yeast,RPL19A TOR yeast,AGP1 TOR yeast,AHR activator
CCn1nc(C)c(/C=N\NC(=O)c2ccc3c(c2)OCO3)c1C,99,4,104,96,100,99,73*

Going on with the list.
SMILES | MEP2 TOR yeast | proCasp3 act | LAP4-GFP MLPCN | CIT2 TOR yeast | RPL19A TOR yeast | AGP1 TOR yeast | AHR activator | proCasp7 act
O=C(c1cccs1)N1CCN=C1SCc1cccc(F)c1 | 120 | -1 | 96 | 95 | 72 | 77 | -2 | 8
Cc1ccccc1N1CCN(S(=O)(=O)c2nnc(NC(=O)c3ccco3)s2)CC1 | 107 | 4 | 91 | 101 | 99 | 104 | -3 | -4
O=C(CCNC(=O)c1ccccc1Cl)NN1C(=O)NC2(CCCCC2)C1=O | 100 | 2 | 102 | 95 | 97 | 101 | 1 | 7
CCC(Sc1nc(C)cc(=O)[nH]1)C(=O)Nc1nc(-c2ccccc2)cs1 (stereo not drawn) | 104 | 6 | 107 | 98 | 98 | 102 | 13 | 4
Cc1cc(C(=O)CSc2ccc3c(c2)OCCO3)c(C)n1C1CC1 | 97 | 2 | 98 | 105 | 101 | 95 | 2 | -2
Cc1cc(C)n(-c2ccc(NC(=O)C3CCCCN3C(=O)c3ccoc3)cc2)n1 (stereo not drawn) | 100 | . | 74 | 103 | 118 | 99 | . | .
COc1ccc(CCNC(=O)C2CCN(S(=O)(=O)c3ccc(Cl)cc3)CC2)cc1OC | 94 | 2 | 77 | 85 | 113 | 85 | 1 | -2
Cc1ccc(OCC(=O)Nc2ccc(S(=O)(=O)N3CCCCC3)cc2)c([N+](=O)[O-])n1 | 84 | 3 | 88 | 89 | 87 | 93 | 0 | -1
O=C(NCc1ccc(F)cc1)c1cnn2ccccc12 | 88 | 10 | 94 | 86 | 102 | 97 | -2 | 11
COc1ccc(/C(C)=N/OC/C(O)=C(\C#N)c2nc3ccccc3[nH]2)cc1 | 99 | 1 | 88 | 96 | 97 | 96 | 20 | -7
COc1ccc(N=Nc2c(-c3ccc(OC)cc3)[nH]oc2=O)cc1 | 108 | -9 | 97 | 106 | 107 | 106 | 33 | -1
O=C(c1ccc(NS(=O)(=O)c2ccc3[nH]c(=O)[nH]c3c2)cc1)N1CCN(c2ccccc2O)CC1 | 94 | 10 | 94 | 82 | 85 | 92 | 0 | 8
Cc1cccc(S(=O)(=O)c2c(C)cc(C)[nH]c2=O)c1 | 106 | 2 | 98 | 99 | 100 | 100 | 2 | -3
O=C(Nc1cccc(C(=O)N2CCCC2)c1)c1ccccc1 | 105 | -4 | 101 | 100 | 104 | 99 | 2 | 4
COc1cccc(NC(=O)c2ccc(CN3CCc4ccccc4C3)cc2)c1 | 114 | 8 | 94 | 102 | 105 | 104 | 4 | 4
COc1cccc2cc(C(=O)NCc3ccc(F)cc3)c(=N)oc12 | 95 | -7 | 96 | 102 | 98 | 101 | 1 | 3
CCn1c(SCC(=O)N/N=C/c2ccc(C)o2)nnc1-c1ccccc1 | 95 | 11 | 97 | 97 | 96 | 104 | 1 | 1
CC(C)C(OC(=O)c1nsc(Cl)c1Cl)C(=O)NCc1ccc2c(c1)OCO2 (stereo not drawn) | 101 | 8 | 98 | 91 | 99 | 97 | -1 | -3
COc1ccc(Cl)cc1S(=O)(=O)N1CCN(C)CC1 | 103 | 5 | 106 | 105 | 93 | 105 | 7 | -13
